High-throughput results deposited in PubChem BioAssay by several laboratories.
MRP resist rev: MRP-mediated drug resistance reversal. actives 0.04% (n = 85,000). H69AR cells + 2 uM doxorubicin, CellTiter-Glo, 72 h. AID 602. differential viability (reversal), % at 10 µM;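 active = viability drop by adding the cancer drug above about 55%, with treated viability meeting a 40% cutoff, limit read from the data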;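 also: viability without doxorubicin minus viability with 2 µM doxorubicin for each compound; larger differential means the compound sensitizes cells more to doxorubicin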
Bcl-B displacement: displacers of TR3 peptide from Bcl-B, primary screen, selectivity assay for Bfl-1 inhibitor project, biochemical, fluorescence polarization; FP displacement of FITC-TR3 peptide from Bcl-B; higher % means a stronger effect; displacement, % at 20 µM; hits with a dose series show IC50 in µM; actives 0.11% (n = 96,000); AID 748;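 active = displacement above 50% at 20 µM plus a fluorescence interference ratio under 1.5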;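 also: plate controls were wells without compound for no effect and wells lacking Bcl-B protein for full effect; a part of the inactive calls stands beside numbers as strong as those of hits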
IL1B NFkB inh: blocks IL-1B driven NFkB nuclear translocation in HUVEC cells. HUVEC IL-1B NFkB p65 nuclear translocation imaging. inhibition, % at 2 µM. actives 0.43% (n = 94,000). AID 796;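 active = inhibition above about 30% together with a positive call from visual inspection of the well image, limit read from the data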;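 also: nuclear over cytoplasmic p65 intensity ratio measured by imaging; 0% = IL-1B stimulated DMSO wells and 100% = unstimulated DMSO wells; values of inactives mirror those of a sister screen read the other way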
PLAP inhibition: PLAP enzyme inhibitors, biochemical, luminescence, HTS (AID 690); purified PLAP, luminescent substrate; higher % means a stronger effect; inhibition, % at 20 µM, or IC50 in µM where a hit was titrated; actives 0.08% (n = 96,000); in the data active = a potency from the dose series; inactive = the rest, 99 in 100 with inhibition below about 30%; also: strong numbers were not always called active
NFkB transloc pot: enhances IL-1B driven NFkB nuclear translocation. activation, % at 2 µM. HUVEC IL-1B NFkB p65 nuclear translocation imaging. actives 0.3% (n = 94,000);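 active = activation above 40%, about the mean plus 3 SD, also judged a hit on visual image review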;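 also: percent activation is computed from the nuclear over cytoplasmic p65 intensity ratio; values of inactives mirror those of a sister screen read the other way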
MRP resist rev cytotoxicity: also measured in MRP resist rev; calls as there; viability, %; H69AR cells, CellTiter-Glo, 72 h; measured here: cytotoxicity without doxorubicin
MRP resist rev with doxorubicin: second read-out of MRP resist rev, no call of its own (marks repeat the call); viability, %; measured here: viability with 2 uM doxorubicin; stronger effect = lower value
IL1B NFkB inh cell count 2 µM: second read-out of IL1B NFkB inh, no call of its own (marks repeat the call); cell count; measured here: cells passing quality filter;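 raw number of nuclei counted in each imaged well without normalization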
NFkB transloc pot cell count 2 µM: also measured in NFkB transloc pot; calls as there; cell count; measured here: cells passing quality filter
* = called active by the depositor. A portion of the library; the hit share may differ from the screen's.

The first four records (preview)
`CCOc1ccc(C2CC(c3ccccc3C)n3nc(N)nc3N2)cc1` (stereo unspecified) gave MRP resist rev 3, Bcl-B displacement 5%, IL1B NFkB inh -10, PLAP inhibition -23%, NFkB transloc pot 10, MRP resist rev cytotoxicity 99, MRP resist rev with doxorubicin 95, IL1B NFkB inh cell count 2 µM 52 and NFkB transloc pot cell count 2 µM 52.
Screening C/C(Cl)=C\Cn1c(Nc2cccc(C)c2)nc2c1c(=O)n(C)c(=O)n2C returned MRP resist rev 3, Bcl-B displacement -3%, IL1B NFkB inh -11, PLAP inhibition 14%, NFkB transloc pot 11, MRP resist rev cytotoxicity 77, MRP resist rev with doxorubicin 74, IL1B NFkB inh cell count 2 µM 113 and NFkB transloc pot cell count 2 µM 113.
Screening Cn1c(COc2ccc(Cl)cc2)nc2ccccc2c1=O returned MRP resist rev 2, Bcl-B displacement -27%, IL1B NFkB inh 1, PLAP inhibition 8%, NFkB transloc pot -1, MRP resist rev cytotoxicity 78, MRP resist rev with doxorubicin 75, IL1B NFkB inh cell count 2 µM 109 and NFkB transloc pot cell count 2 µM 109.
`COc1ccc(C2CC(C(F)(F)F)n3nc(C(=O)Nc4ccc5c(c4)OCO5)cc3N2)cc1` (stereo unspecified) gave MRP resist rev -9, Bcl-B displacement -4%, IL1B NFkB inh 0, PLAP inhibition 6%, NFkB transloc pot 0, MRP resist rev cytotoxicity 51, MRP resist rev with doxorubicin 61, IL1B NFkB inh cell count 2 µM 111 and NFkB transloc pot cell count 2 µM 111.

Main list, from the start:
`CCOc1ccc(C2CC(c3ccccc3C)n3nc(N)nc3N2)cc1` (stereo unspecified) gave MRP resist rev 3, Bcl-B displacement 5%, IL1B NFkB inh -10, PLAP inhibition -23%, NFkB transloc pot 10, MRP resist rev cytotoxicity 99, MRP resist rev with doxorubicin 95, IL1B NFkB inh cell count 2 µM 52 and NFkB transloc pot cell count 2 µM 52.
Screening C/C(Cl)=C\Cn1c(Nc2cccc(C)c2)nc2c1c(=O)n(C)c(=O)n2C returned MRP resist rev 3, Bcl-B displacement -3%, IL1B NFkB inh -11, PLAP inhibition 14%, NFkB transloc pot 11, MRP resist rev cytotoxicity 77, MRP resist rev with doxorubicin 74, IL1B NFkB inh cell count 2 µM 113 and NFkB transloc pot cell count 2 µM 113.
Screening Cn1c(COc2ccc(Cl)cc2)nc2ccccc2c1=O returned MRP resist rev 2, Bcl-B displacement -27%, IL1B NFkB inh 1, PLAP inhibition 8%, NFkB transloc pot -1, MRP resist rev cytotoxicity 78, MRP resist rev with doxorubicin 75, IL1B NFkB inh cell count 2 µM 109 and NFkB transloc pot cell count 2 µM 109.
`COc1ccc(C2CC(C(F)(F)F)n3nc(C(=O)Nc4ccc5c(c4)OCO5)cc3N2)cc1` (stereo unspecified) gave MRP resist rev -9, Bcl-B displacement -4%, IL1B NFkB inh 0, PLAP inhibition 6%, NFkB transloc pot 0, MRP resist rev cytotoxicity 51, MRP resist rev with doxorubicin 61, IL1B NFkB inh cell count 2 µM 111 and NFkB transloc pot cell count 2 µM 111.
For Cc1ccc(OCCNC(=O)c2ccco2)cc1C the results were MRP resist rev -8, Bcl-B displacement -7%, IL1B NFkB inh -13, PLAP inhibition 23%, NFkB transloc pot 13, MRP resist rev cytotoxicity 96, MRP resist rev with doxorubicin 104, IL1B NFkB inh cell count 2 µM 54 and NFkB transloc pot cell count 2 µM 54.
Screening O=C(NNC(=O)c1ccncc1)c1ccncc1 returned MRP resist rev 10, Bcl-B displacement 10%, IL1B NFkB inh -31, PLAP inhibition -4%, NFkB transloc pot 31, MRP resist rev cytotoxicity 107, MRP resist rev with doxorubicin 97, IL1B NFkB inh cell count 2 µM 193 and NFkB transloc pot cell count 2 µM 193.
Screening CCS(=O)(=O)N1Cc2ccccc2CC1C(=O)OCC(=O)Nc1ccc(SC(F)F)cc1 (stereo unspecified) returned Bcl-B displacement -151%, IL1B NFkB inh -1, PLAP inhibition -33%, NFkB transloc pot 1, IL1B NFkB inh cell count 2 µM 148 and NFkB transloc pot cell count 2 µM 148.
Screening Cc1onc(-c2ccccc2)c1C(=O)NC(C)C returned MRP resist rev -1, Bcl-B displacement -8%, PLAP inhibition 1%, MRP resist rev cytotoxicity 97 and MRP resist rev with doxorubicin 98.
CSC1=NCCN1C(=O)C(C)(C)Oc1ccc(Cl)cc1 was read as MRP resist rev 24, IL1B NFkB inh 8, NFkB transloc pot -8, MRP resist rev cytotoxicity 92, MRP resist rev with doxorubicin 68, IL1B NFkB inh cell count 2 µM 168 and NFkB transloc pot cell count 2 µM 168.
O=C(NCC(c1ccco1)N1CCCC1)c1ccc(Cl)cc1 (stereo unspecified) was read as Bcl-B displacement -1%, IL1B NFkB inh 14, PLAP inhibition -36%, NFkB transloc pot -14, IL1B NFkB inh cell count 2 µM 147 and NFkB transloc pot cell count 2 µM 147.
Screening CCC(C)NC(=O)c1ccccc1C(=O)NC(C)CC (stereo unspecified) returned Bcl-B displacement 0%, IL1B NFkB inh -7, PLAP inhibition 17%, NFkB transloc pot 7, IL1B NFkB inh cell count 2 µM 131 and NFkB transloc pot cell count 2 µM 131.
Screening CN(C)/C=C/C(=O)c1ccc(N2CCN(c3ncc(C(F)(F)F)cc3Cl)CC2)cc1 returned MRP resist rev 1, Bcl-B displacement -262%, IL1B NFkB inh -14, PLAP inhibition -50%, NFkB transloc pot 14, MRP resist rev cytotoxicity 1, MRP resist rev with doxorubicin 0, IL1B NFkB inh cell count 2 µM 156 and NFkB transloc pot cell count 2 µM 156.
For CCC(C)C(=O)Nc1cc(C(=O)OC)ccc1C(=O)OC (stereo unspecified) the results were MRP resist rev 10, Bcl-B displacement 0%, IL1B NFkB inh 0, PLAP inhibition 22%, NFkB transloc pot 13, MRP resist rev cytotoxicity 90, MRP resist rev with doxorubicin 80, IL1B NFkB inh cell count 2 µM 159 and NFkB transloc pot cell count 2 µM 58.
For CCOC(=O)c1c(C)nc2ncccn12 the results were MRP resist rev 10, Bcl-B displacement -3%, IL1B NFkB inh -8, PLAP inhibition 0%, NFkB transloc pot 8, MRP resist rev cytotoxicity 96, MRP resist rev with doxorubicin 85, IL1B NFkB inh cell count 2 µM 195 and NFkB transloc pot cell count 2 µM 195.
Screening Nc1nc(CSc2nc3ccccc3[nH]2)cs1 returned MRP resist rev -3, Bcl-B displacement -24%, IL1B NFkB inh -3, PLAP inhibition -92%, NFkB transloc pot 3, MRP resist rev cytotoxicity 83, MRP resist rev with doxorubicin 86, IL1B NFkB inh cell count 2 µM 134 and NFkB transloc pot cell count 2 µM 134.
CCn1cc(Cl)c(C(=O)N2N=C3/C(=C/c4cccs4)CCCC3C2c2cccs2)n1 (stereo unspecified) was read as MRP resist rev -7, IL1B NFkB inh -1, NFkB transloc pot 1, MRP resist rev cytotoxicity 38, MRP resist rev with doxorubicin 45, IL1B NFkB inh cell count 2 µM 84 and NFkB transloc pot cell count 2 µM 84.
`CC(C)c1nnc(NC(=O)CSc2nc3ccccc3s2)s1` gave MRP resist rev -1, Bcl-B displacement -1%, IL1B NFkB inh 5, PLAP inhibition -40%, NFkB transloc pot -5, MRP resist rev cytotoxicity 91, MRP resist rev with doxorubicin 92, IL1B NFkB inh cell count 2 µM 123 and NFkB transloc pot cell count 2 µM 123.
For COn1cnnc1-c1ccccc1 the results were MRP resist rev 0, Bcl-B displacement 0%, IL1B NFkB inh -12, PLAP inhibition 10%, NFkB transloc pot 12, MRP resist rev cytotoxicity 104, MRP resist rev with doxorubicin 104, IL1B NFkB inh cell count 2 µM 148 and NFkB transloc pot cell count 2 µM 148.
Screening O=C(c1ccccc1)c1nn(-c2ccccc2)c(=O)cc1C(F)(F)F returned Bcl-B displacement 4%, IL1B NFkB inh -6, PLAP inhibition 4%, NFkB transloc pot 6, IL1B NFkB inh cell count 2 µM 147 and NFkB transloc pot cell count 2 µM 147.
For CCCc1cc(=O)[nH]c(SCC(=O)c2cc(C)n(C(C)COC)c2C)n1 (stereo unspecified) the results were MRP resist rev 8, Bcl-B displacement 0%, IL1B NFkB inh -20, NFkB transloc pot 20, MRP resist rev cytotoxicity 89, MRP resist rev with doxorubicin 81, IL1B NFkB inh cell count 2 µM 126 and NFkB transloc pot cell count 2 µM 126.
`Cc1ccc(C(=O)N2CCCC2)cc1S(=O)(=O)Nc1ccccc1` gave MRP resist rev -20, Bcl-B displacement -6%, IL1B NFkB inh -8, PLAP inhibition 4%, NFkB transloc pot 8, MRP resist rev cytotoxicity 62, MRP resist rev with doxorubicin 82, IL1B NFkB inh cell count 2 µM 139 and NFkB transloc pot cell count 2 µM 139.
`O=C(Nc1ccc(-c2cn3ccsc3n2)cc1)C1COc2ccccc2O1` (stereo unspecified) gave MRP resist rev -5, Bcl-B displacement -1%, IL1B NFkB inh -19, PLAP inhibition 25%, NFkB transloc pot 19, MRP resist rev cytotoxicity 87, MRP resist rev with doxorubicin 92, IL1B NFkB inh cell count 2 µM 119 and NFkB transloc pot cell count 2 µM 119.
Screening COc1cccc(OCc2nc3ccccc3[nH]2)c1 returned MRP resist rev -2, Bcl-B displacement -17%, IL1B NFkB inh -13, PLAP inhibition -62%, NFkB transloc pot 13, MRP resist rev cytotoxicity 77, MRP resist rev with doxorubicin 79, IL1B NFkB inh cell count 2 µM 205 and NFkB transloc pot cell count 2 µM 205.
`CC1=C(C#N)C(NC(=O)C(C)(C)C)(C(F)(F)F)C(=O)N1` (stereo unspecified) gave MRP resist rev -8, Bcl-B displacement 0%, IL1B NFkB inh -2, PLAP inhibition -1%, NFkB transloc pot 2, MRP resist rev cytotoxicity 92, MRP resist rev with doxorubicin 100, IL1B NFkB inh cell count 2 µM 186 and NFkB transloc pot cell count 2 µM 186.
`CC1=C(C(=O)Nc2ccccc2C)C2(CCCC2)C(C(N)=O)C(=O)N1` (stereo unspecified) gave MRP resist rev -1, Bcl-B displacement -2%, IL1B NFkB inh -19, PLAP inhibition -31%, NFkB transloc pot 19, MRP resist rev cytotoxicity 93, MRP resist rev with doxorubicin 94, IL1B NFkB inh cell count 2 µM 154 and NFkB transloc pot cell count 2 µM 154.
Screening Cc1cc(C)n(C(=O)CNC(=O)c2ccc3c(c2)OCCO3)n1 returned MRP resist rev -6, Bcl-B displacement 1%, IL1B NFkB inh -5, PLAP inhibition -13%, NFkB transloc pot 5, MRP resist rev cytotoxicity 104, MRP resist rev with doxorubicin 110, IL1B NFkB inh cell count 2 µM 168 and NFkB transloc pot cell count 2 µM 168.
`COc1ccccc1OCC(=O)N(Cc1nc(-c2ccccc2)no1)C1CCCCC1` gave MRP resist rev 17, Bcl-B displacement 4%, IL1B NFkB inh -21, PLAP inhibition -53%, NFkB transloc pot 21, MRP resist rev cytotoxicity 95, MRP resist rev with doxorubicin 79, IL1B NFkB inh cell count 2 µM 120 and NFkB transloc pot cell count 2 µM 120.
`CC(C)N(C)C1CCN(C(=O)Nc2ccc(Cl)cc2)CC1` gave MRP resist rev 10, Bcl-B displacement -4%, IL1B NFkB inh -15, PLAP inhibition -2%, NFkB transloc pot 15, MRP resist rev cytotoxicity 90, MRP resist rev with doxorubicin 80, IL1B NFkB inh cell count 2 µM 93 and NFkB transloc pot cell count 2 µM 93.
`CCOC(=O)N1CCC(c2[nH][nH]c(=O)c2C)CC1` gave MRP resist rev 8, Bcl-B displacement 0%, IL1B NFkB inh 3, PLAP inhibition 15%, NFkB transloc pot -3, MRP resist rev cytotoxicity 104, MRP resist rev with doxorubicin 96, IL1B NFkB inh cell count 2 µM 198 and NFkB transloc pot cell count 2 µM 198.
For C=CCn1c(=O)[nH]c2cc(C(=O)N3CCN(c4cc(C)ccc4C)CC3)ccc2c1=O the results were MRP resist rev -16, Bcl-B displacement 9%, IL1B NFkB inh -15, PLAP inhibition -16%, NFkB transloc pot 15, MRP resist rev cytotoxicity 25, MRP resist rev with doxorubicin 41, IL1B NFkB inh cell count 2 µM 156 and NFkB transloc pot cell count 2 µM 156.
